Source: PubChem BioAssay
PLCb3 inh = blocks human PLC-beta3 enzyme activity. Q01970. Purified PLC-beta3, fluorogenic substrate, fluorescence. inhibition, % at 12.2 µM. 370,000 tested, 0.18% active. AID 720704; in the data active = inhibition above about 11%;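 also: 0% = median of compound wells on plate and 100% = full blocker control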
PLC-gamma1 inh = inhibitors of human phospholipase C gamma1; AID 720700; purified PLC-gamma1, fluorogenic substrate, fluorescence; 370,000 tested, 0.84% active; inhibition, % at 12.2 µM; in the data active = inhibition above about 9.5%
hgDAF-12 ag = activates the H. glycines DAF-12 receptor ligand-binding domain. HEK293 GAL4-hgDAF12 UAS-luciferase reporter, agonist luminescence; normalized to butyrate control. activation, % at 6.8 µM. 370,000 tested, 1.8% active;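 active = activation above a cutoff set at the mean of all screened compounds plus 3 SD, cut at about 10% in these data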;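 also: 0% = DMSO wells and 100% = sodium butyrate wells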
ADAM17 inh = inhibits human ADAM17; P78536; recombinant ADAM17, EDANS/DABCYL FRET peptide cleavage; inhibition, % at 6.95 µM; 370,000 tested, 0.83% active;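 active = inhibition above the mean of compounds lying between control limits plus 3 SD, set per campaign, cut at about 8.5% in these data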;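 also: 0% = DMSO-only wells as the low control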
Target sequence (P78536 215-824 limits assumed): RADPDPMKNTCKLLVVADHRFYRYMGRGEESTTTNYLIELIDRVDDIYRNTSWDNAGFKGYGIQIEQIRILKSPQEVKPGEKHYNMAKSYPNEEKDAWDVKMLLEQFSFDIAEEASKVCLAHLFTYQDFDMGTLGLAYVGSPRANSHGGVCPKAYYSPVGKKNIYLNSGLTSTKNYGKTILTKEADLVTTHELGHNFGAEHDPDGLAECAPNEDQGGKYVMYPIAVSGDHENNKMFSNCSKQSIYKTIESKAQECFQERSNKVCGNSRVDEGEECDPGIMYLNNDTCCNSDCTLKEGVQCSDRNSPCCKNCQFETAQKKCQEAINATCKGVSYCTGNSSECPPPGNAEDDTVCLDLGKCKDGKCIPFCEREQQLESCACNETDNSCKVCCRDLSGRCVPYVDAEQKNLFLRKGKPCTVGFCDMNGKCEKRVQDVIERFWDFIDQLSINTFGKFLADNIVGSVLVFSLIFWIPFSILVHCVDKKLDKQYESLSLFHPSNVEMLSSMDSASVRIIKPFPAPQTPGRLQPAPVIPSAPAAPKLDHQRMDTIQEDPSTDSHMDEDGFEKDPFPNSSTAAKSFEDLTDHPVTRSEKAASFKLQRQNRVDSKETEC
GAA850 FXN act = frataxin GAA850 promoter activation; 360,000 tested, 0.56% active; activation, % at 6 µM; HEK293 lucGAA850 FXN promoter luciferase reporter, 24 h; percent of 10 µM SAHA response;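 active = activation above the average of all compounds screened plus 3 SD, cutoff fixed separately per campaign, cut at about 7.5% in these data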;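 also: 0% = DMSO wells and 100% = 10 µM SAHA wells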
DAX1 inh-1 = DAX1 (NR0B1) inhibition, primary screen. HEK293T StAR-luciferase reporter, SF-1/DAX-1 repression relief. inhibition, % at 6.8 µM. 370,000 tested, 1.1% active. AID 652010;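 active = inhibition above the mean over all tested compounds plus 3 SD, cut at about 3.6% in these data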;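 also: 0% = DAX-1 cells with DMSO and 100% = cells lacking DAX-1 with DMSO; higher inhibition means more luminescence from relief of DAX-1 repression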
sPLA2-III inh = Inhibits HGIII-sPLA2 liposome hydrolysis, primary screen | QFRET BODIPY PC-A2 liposome hydrolysis, fluorescence | inhibition, % at 12.2 µM | 370,000 tested, 0.56% active | AID 743126;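 active = inhibition above mean plus 3 SD of compounds lying within the high and low control bounds, cut at about 19% in these data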;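 also: 0% = median of test compound wells and 100% = no enzyme DMSO wells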
Target sequence (Q9NZ20 whole entry, looked up): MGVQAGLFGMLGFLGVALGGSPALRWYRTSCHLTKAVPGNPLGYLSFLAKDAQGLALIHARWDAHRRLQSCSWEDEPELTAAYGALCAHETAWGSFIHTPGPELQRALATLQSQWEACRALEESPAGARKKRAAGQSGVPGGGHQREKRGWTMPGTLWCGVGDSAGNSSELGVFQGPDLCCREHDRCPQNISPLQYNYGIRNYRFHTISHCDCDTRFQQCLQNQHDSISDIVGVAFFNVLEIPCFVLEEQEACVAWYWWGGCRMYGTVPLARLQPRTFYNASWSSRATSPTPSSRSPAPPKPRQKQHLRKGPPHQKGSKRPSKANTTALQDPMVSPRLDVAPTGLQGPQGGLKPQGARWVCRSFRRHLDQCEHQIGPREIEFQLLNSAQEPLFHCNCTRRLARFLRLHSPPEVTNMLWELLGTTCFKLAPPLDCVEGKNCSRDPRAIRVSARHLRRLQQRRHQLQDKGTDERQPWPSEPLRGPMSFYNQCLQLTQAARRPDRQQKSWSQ
DAX1 inh-2 = NR0B1 (DAX1) inhibition; P51843; HEK293 Gal4-DAX1 luciferase reporter, luminescence; inhibition, % at 6.75 µM; 340,000 tested, 0.99% active; AID 504766;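 active = inhibition above the mean over all tested compounds plus 3 SD, cut at about 4.2% in these data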;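 also: 0% = DAX1-transfected cells with DMSO and 100% = empty-vector control cells with DMSO; inhibition shows as a rise in luminescence from relieved DAX1 repression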
ssDAF12 agonist = S. stercoralis DAF-12 activation, primary screen; activation, % at 6.8 µM; HEK293 ssDAF-12/GRIP1 lit1-tk-luc reporter, luminescence; % of 3 µM dafachronic acid response; 370,000 tested, 1% active; AID 652126;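 active = activation above the mean over all tested compounds plus 3 SD, cut at about 0.9% in these data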;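 also: 0% = DMSO-only wells and 100% = 3 µM delta7-dafachronic acid wells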
hcDAF12 agonist = activates DAF-12 receptor from parasite H. contortus; activation, % at 6.8 µM; 370,000 tested, 1.4% active; HEK293 hcDAF-12 lit1-tk-luc reporter, luminescence; 0% DMSO, 100% Δ7-dafachronic acid;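 active = activation above the mean of all tested compounds plus 3 SD, cut at about 5.5% in these data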;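 also: 100% = response to 3 µM Δ7-dafachronic acid high control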
ADAM10 inh = inhibits human ADAM10 | O14672 | recombinant ADAM10, EDANS/DABCYL FRET peptide cleavage, 3 h | inhibition, % at 7 µM | 370,000 tested, 0.62% active | AID 720582;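 active = inhibition above a per-campaign cutoff equal to the mean of compounds falling between control-based bounds plus 3 SD, cut at about 20% in these data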;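 also: 0% = DMSO wells while the 100% control is not disclosed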
An asterisk follows results filed as active; i = inactive; · = not tested or not shown. Compounds as they come. About 6.9% of those tested had a hit in this group.

SMILES	PLCb3 inh	PLC-gamma1 inh	hgDAF-12 ag	ADAM17 inh	GAA850 FXN act	DAX1 inh-1	sPLA2-III inh	DAX1 inh-2	ssDAF12 agonist	hcDAF12 agonist	ADAM10 inh
COc1ccc(OCC(=O)NC(=O)c2ccccc2)c([N+](=O)[O-])c1	0	1	-1.1	-3	-0.1	-0.5	5	-0.2	-0.9	-0.1	-6
N#Cc1cc(-c2ccccc2)c[nH]c1=O	-133	-103	0.1	-241	-0.2	0.1	-19	5.3*	-1.0	0.8	i
CCOC(=O)c1ccc2c(c1)nc(SCC(=O)N1CCOCC1)n2CC	-4	2	-1.6	-1	1.1	-0.3	1	0.6	-1.4	0.6	7
Cc1ccc(C(=O)N/C(=C\c2cccs2)C(=O)N2CCN(C)CC2)cc1C	-3	-1	2.5	0	0.8	-0.3	-7	0.5	-1.3	-0.4	-7
Cc1oc(=O)c(NC(=O)c2ccccc2)cc1C(C)O (centres undefined)	1	3	6.8	-2	2.5	0.4	4	0.6	-0.6	0.8	4
CCOc1cc(/C=N/NC(=O)Nc2ccccc2)ccc1O	4	2	13*	-3	6.6	1.2	-6	-0.1	3.8*	6.1*	1
CCC(=O)Nc1c(C(=O)N2CCCCCC2)cnn1-c1ccc(C)c(C)c1	1	1	1.7	-4	-1.2	0.4	9	0.7	-1.6	-0.7	-3
Nc1cc(S(=O)(=O)Nc2ccccc2Cl)ccc1N1CCCCC1	-8	-1	-0.4	5	3.2	-3.0	-24	-0.9	-1.6	-0.7	2
CCOc1ccccc1NC(=O)c1ccc(-n2cncn2)nc1	4	-2	0.4	-3	1.0	0.3	5	0.5	-1.1	-1.3	-3
COc1cccc(-c2ccc(NC(=O)C3CCCN(CCCn4cccn4)C3)cc2)c1 (centres undefined)	-7	0	0.6	-2	0.3	-1.4	-14	-0.7	-0.9	-0.9	0
O=C1C2CC=CCC2C(=O)N1c1ccc(NCCc2ccc(O)cc2)c([N+](=O)[O-])c1 (centres undefined)	0	2	-0.8	3	3.6	-2.0	-29	-1.1	-1.9	-2.6	12
CN(C)c1ccc(-c2sc(Nc3ccccc3)n[n+]2-c2ccc(F)cc2)cc1	-17	-11	3.1	-2	2.0	-0.4	2	0.6	-0.7	1.5	-3
CCCn1cc(SCC(=O)Nc2cc(C)on2)c2ccccc21	-5	2	-2.0	-9	0.0	-0.5	1	-0.3	-0.8	-2.1	-2
COc1ccc(/C=N/NC(=O)c2cccc(C(=O)N/N=C/c3ccc(OC)cc3)n2)cc1	-10	-1	1.1	0	-1.8	-0.3	-1	1.0	-1.0	0.4	-5
COC(=O)c1ccc(CSc2nc3sc(C(=O)O)c(C)c3c(=O)[nH]2)cc1	-2	1	-0.4	-4	·	0.1	5	·	-0.6	-1.4	-3
Cc1c(Cl)cccc1N1C(=O)CC(NNC(=O)c2cccnc2)C1=O (centres undefined)	-5	-3	0.7	-3	1.4	0.2	-2	-0.9	-1.5	-1.3	2
CCOC(=O)N1CCN(C(=O)CSc2nnc(-c3ccc(C(C)(C)C)cc3)o2)CC1	-5	-4	-3.0	-4	-0.9	0.6	14	1.1	-1.0	-0.6	-10
Cc1ccc(C(NC(=O)N2CCOCC2)C(Cl)Cl)cc1F (centres undefined)	-1	-2	-3.4	-5	3.3	-0.8	6	-1.3	-0.9	-1.5	-8
O=C(NC(=S)Nc1ccc2[nH]ncc2c1)c1ccccc1	2	2	0.2	-1	0.9	-0.4	-4	0.8	-0.9	-1.5	-2
COc1ccc(Cl)cc1NC(=O)NCCN1CCCCC1	-8	7	-1.1	-4	0.2	-0.1	6	0.1	-1.4	0.7	-8
CCCc1nc2nc(C)c(NS(=O)(=O)c3ccc(C(C)(C)C)cc3)c(=O)n2[nH]1	-6	-1	-0.8	-4	-0.4	0.0	-4	-0.3	-0.9	-1.6	-5
COc1ccc(N2CCN(c3ncnc4c3cnn4-c3ccc(C)cc3C)CC2)cc1	4	3	-0.1	-3	-3.6	-0.9	-7	-1.1	-1.4	-3.0	0
O=C(NCc1ccccc1Cl)C(=O)NCC1CCCN1S(=O)(=O)c1cccs1 (centres undefined)	-12	-2	0.1	-1	0.6	-1.3	-3	-1.6	-0.6	-2.9	-1
O=C(NC(=S)Nc1cccc(NC(=O)c2ccccc2)c1)c1cccc([N+](=O)[O-])c1	6	1	3.1	4	1.0	-0.6	5	-1.2	-1.3	-0.8	17
ClC1(Cl)CC1CSc1ncn[nH]1 (centres undefined)	-3	-1	1.3	3	2.0	0.6	-6	-1.1	-1.6	0.8	-5
COc1ccc(-c2noc(CCC(=O)N3CCN(c4cc(C)ccc4C)CC3)n2)cc1	-4	-3	3.2	3	-1.2	-0.1	-16	0.8	-1.0	0.4	16
COc1ccc(/C=C/C(=O)OCC(=O)c2c[nH]c3ccccc23)cc1	-5	-2	1.0	0	0.0	-1.0	-12	-0.5	-1.2	-0.3	-2
CCCCOC(=O)n1c(=O)oc2ccc(S(=O)(=O)N3CCCCC3)cc21	0	2	-0.4	1	-1.4	-0.4	-16	-0.3	-1.7	-1.3	10
CC1(C)CC(=O)C2=C(C1)Nc1ccccc1NC2c1ccccc1F (centres undefined)	-21	-11	-2.8	4	0.4	-0.8	-6	0.7	-1.5	-1.7	5
CN(C)S(=O)(=O)c1cccc(NC(=O)CNc2cccc(S(=O)(=O)N3CCCCC3)c2)c1	1	2	-3.6	0	-1.1	-3.6	-20	-1.7	-1.8	-3.2	-1
O=C(CN1C(=O)C2C3C=CC(C3)C2C1=O)NCCc1ccccc1 (centres undefined)	-1	1	1.4	-9	-0.7	0.6	3	0.6	-1.0	1.5	-6
S=C(NCc1ccc2c(c1)OCO2)NC1CC1	-5	3	1.1	-2	-1.0	1.6	12	1.7	-2.0	0.8	-17
O=C(COCc1ccccc1)N[C@@H]1c2ccccc2CC[C@H]1OCc1ccccc1	3	3	-1.6	1	0.1	-0.5	-7	1.2	-1.1	0.0	2
COc1ccc(C(=O)Nc2ccccc2-c2nnn(CC(N)=O)n2)cc1	-4	3	-3.2	-3	-0.4	0.1	-2	1.6	-1.4	-0.6	7
CC(=O)N1CCOCC1c1cc(C(=O)Nc2ccccc2)no1 (centres undefined)	-3	1	0.8	-5	1.0	0.2	7	·	-0.7	-1.1	-7
COc1ccc(N2CCN(C(=O)CNC(=O)Cc3ccc(Cl)cc3)CC2)cc1	-7	-3	2.5	-1	-3.1	2.2	1	0.7	-0.9	-1.6	-8
Cc1ccc(S(=O)(=O)Nc2ccccc2C(=O)Nc2ccc(S(=O)(=O)Nc3nccc(C)n3)cc2)cc1	-122	-107	0.2	-25	2.0	1.3	-42	1.7	-0.9	1.6	-68
CCCC/C=C/C(NC(=O)CCc1ccccc1)c1ccccc1 (centres undefined)	-2	-3	0.6	0	0.2	-0.5	2	-0.3	-1.0	-2.0	7
COc1ccc(NC(=O)CCNC(=O)Cn2cnc3sc4c(c3c2=O)CCCC4)c(OC)c1	-7	3	-0.3	-3	-0.9	0.0	12	0.0	-1.4	-1.1	4
CCC(C)(C)NC(=O)CC(c1ccc(OC)cc1)n1cccc1 (centres undefined)	2	0	-1.0	-1	-2.7	-0.2	-14	-1.0	-1.1	-0.3	6
Cc1ccc(S(=O)(=O)N2CCC(C(=O)Nc3ccccc3N3CCCCC3)CC2)cc1	-1	1	-1.2	-2	1.8	0.1	1	1.7	-1.3	-1.3	0
O=C(COC(=O)c1ccc(S(=O)(=O)N2CCOCC2)cc1)NCc1ccco1	1	1	-2.0	-5	0.9	-0.1	10	-0.7	0.1	-0.5	-16
C[C@@H](NC(=O)[C@@H]1Cc2ccccc2CN1)C(=O)NCc1ccco1	-12	-5	3.0	-1	-0.8	-0.2	-3	0.0	-1.4	0.9	-3
C=CCOn1c(=O)c(-c2cc3ccccc3o2)[n+]([O-])c2ccccc21	-144	-131	12*	-12	4.2	2.4	-19	1.6	1.8*	11*	-29
COc1ncnc2c1ncn2CCCN1CCN(c2ncccn2)CC1	-1	-2	-1.6	-5	0.0	0.8	1	0.8	-0.8	-1.4	-14
Cc1cccc(Nc2cc(=O)[nH]c(=O)[nH]2)c1C	0	-1	-1.4	-4	3.1	-0.3	6	0.3	-1.6	0.0	-7
CN(C)/C(=N\S(=O)(=O)c1ccc(Cl)cc1)c1ccc(F)cc1	-6	3	-0.4	1	0.3	-0.2	3	1.9	-1.1	-1.6	-6
O=C(CC1CCCC1)NNC(=O)c1ccccc1O	-18	-18	5.1	-28	3.0	0.1	5	4.1	1.3*	-0.1	-95

Record cards, as listed above. Screens in order: PLCb3 inh | PLC-gamma1 inh | hgDAF-12 ag | ADAM17 inh | GAA850 FXN act | DAX1 inh-1 | sPLA2-III inh | DAX1 inh-2 | ssDAF12 agonist | hcDAF12 agonist | ADAM10 inh
COc1ccc(NC(=O)CCNC(=O)Cn2cnc3sc4c(c3c2=O)CCCC4)c(OC)c1 is listed as -7 | 3 | -0.3 | -3 | -0.9 | 0.0 | 12 | 0.0 | -1.4 | -1.1 | 4
CN(C)/C(=N\S(=O)(=O)c1ccc(Cl)cc1)c1ccc(F)cc1 is listed as -6 | 3 | -0.4 | 1 | 0.3 | -0.2 | 3 | 1.9 | -1.1 | -1.6 | -6
Cc1ccc(S(=O)(=O)Nc2ccccc2C(=O)Nc2ccc(S(=O)(=O)Nc3nccc(C)n3)cc2)cc1 is listed as -122 | -107 | 0.2 | -25 | 2.0 | 1.3 | -42 | 1.7 | -0.9 | 1.6 | -68

(more compounds)
SMILES	PLCb3 inh	PLC-gamma1 inh	hgDAF-12 ag	ADAM17 inh	GAA850 FXN act	DAX1 inh-1	sPLA2-III inh	DAX1 inh-2	ssDAF12 agonist	hcDAF12 agonist	ADAM10 inh
Nc1c(NCCC2=CCCCC2)c(=O)[nH]c(=O)n1Cc1ccccc1	-124	-98	0.3	-13	-0.2	-0.5	-18	0.3	-1.1	-0.7	-45
C[C@H]1CN([C@@H](C)CO)S(=O)(=O)c2ccc(-c3ccc(C#N)cc3)cc2O[C@H]1CN(C)C(=O)CN(C)C	-2	-4	-0.3	-1	·	2.9	3	·	-0.9	0.1	-12
Nc1ccc(N=Nc2ccccc2)c2cccnc12	-3	3	5.5	9.5*	3.9	0.1	13	1.5	0.8	7.4*	16
Cc1ccc(C(=O)N/C(=C\c2ccccc2F)c2nc(=S)[nH][nH]2)cc1	-15	-14	-0.9	0	1.4	0.5	10	0.9	-0.9	-1.2	2
Cc1ccccc1C(=O)NNC1=NCCC1	0	4	-0.8	-5	-1.6	-0.6	7	0.7	-1.1	-1.5	-9
COc1ccccc1OCC(=O)N1CCN(C(=O)c2ccco2)CC1	-7	1	-1.2	-4	0.9	1.9	7	-0.4	-0.8	1.1	-11
CC(C)(C)c1nc2scc(-c3cccs3)c2c(=O)o1	-2	2	2.5	-4	-0.9	0.0	4	-1.1	-1.0	-1.3	-6
COC(=O)c1ccc2cc(F)cc(C)c2n1	1	3	1.2	3	·	-1.5	7	·	-0.1	2.5	-17
O=C(O)c1cccc(NC(=O)c2cc(NC(=O)c3ccccc3)cc(NC(=O)c3ccccc3)c2)c1	-9	1	-2.1	-6	0.3	0.3	-13	-1.1	-0.6	0.5	1
Cc1cc(C)cc(C(=O)NC(=S)Nc2cccnc2)c1	-8	0	0.0	0	1.3	-0.2	5	0.0	-1.5	-2.8	-2
